MITF primary = MITF inhibitors, primary screen, biochemical, AlphaScreen, human; Microphthalmia-associated transcription factor (Homo sapiens), O75030; AlphaScreen MITF homodimerization, bead proximity signal; inhibition, % at 2.6 µM; 650,000 compounds, 0.91% hits; in the data active = inhibition above about 50%;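 also: 0% = vehicle wells with protein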
Target sequence (O75030 whole entry, looked up): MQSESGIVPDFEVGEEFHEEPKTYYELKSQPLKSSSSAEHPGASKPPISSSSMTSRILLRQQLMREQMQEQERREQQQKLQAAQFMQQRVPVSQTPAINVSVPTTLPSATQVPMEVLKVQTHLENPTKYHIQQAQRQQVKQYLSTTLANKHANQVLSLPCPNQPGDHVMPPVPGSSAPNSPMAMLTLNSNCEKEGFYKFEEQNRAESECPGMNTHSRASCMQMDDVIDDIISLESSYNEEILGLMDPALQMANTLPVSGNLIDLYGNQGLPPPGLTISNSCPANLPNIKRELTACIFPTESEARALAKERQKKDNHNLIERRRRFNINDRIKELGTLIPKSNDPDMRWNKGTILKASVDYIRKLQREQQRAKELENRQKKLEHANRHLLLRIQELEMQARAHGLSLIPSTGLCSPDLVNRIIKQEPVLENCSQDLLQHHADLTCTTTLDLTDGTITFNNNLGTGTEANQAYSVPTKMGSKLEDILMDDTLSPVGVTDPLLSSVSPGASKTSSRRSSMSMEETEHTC
FBW7 activator = FBW7 E3 ligase activators, primary screen, biochemical, AlphaScreen, human; F-box/WD repeat-containing protein 7 (Homo sapiens), Q969H0; AlphaScreen FBW7–phospho-cyclin E peptide binding, activator screen; normalized activity (activation), % at 26.1 µM; 650,000 compounds, 0.13% hits; in the data active = normalized activity above about 1.9%;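 also: purified mutant Fbw7 with reduced substrate affinity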
GPR151 activ = activators of human GPR151, primary screen, cell-based, PathHunter beta-arrestin, luminescence; PathHunter beta-arrestin GPR151 cells; activation, % at 11.2 µM; 650,000 compounds, 1% hits; AID 1508602, 2020; in the data active = activation above about 4.9%;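 also: 0% = median of compound wells and 100% = cells with positive control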
Target sequence (Q8TDV0 whole entry, looked up): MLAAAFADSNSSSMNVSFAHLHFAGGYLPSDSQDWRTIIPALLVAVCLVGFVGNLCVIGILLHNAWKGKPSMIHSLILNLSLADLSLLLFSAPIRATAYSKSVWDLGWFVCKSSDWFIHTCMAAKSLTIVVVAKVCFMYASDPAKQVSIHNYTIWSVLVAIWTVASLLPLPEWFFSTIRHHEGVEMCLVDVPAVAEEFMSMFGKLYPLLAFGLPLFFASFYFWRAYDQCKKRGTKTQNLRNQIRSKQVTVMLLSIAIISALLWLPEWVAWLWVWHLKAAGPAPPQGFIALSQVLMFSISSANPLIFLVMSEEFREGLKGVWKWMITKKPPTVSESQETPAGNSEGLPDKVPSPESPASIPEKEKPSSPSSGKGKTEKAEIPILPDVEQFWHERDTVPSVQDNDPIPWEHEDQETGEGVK
TEAD-YAP block = TEAD-YAP interaction inhibition, primary screen, TEAD-YAP interaction inhibitor project, luminescence, HEK-TIYL cells | TEAD-Gal4/YAP UAS-luciferase luminescence | inhibition, % at 9.12 µM | 640,000 compounds, 1.4% hits | AID 1259422, 2018; in the data active = inhibition above about 32%;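 also: 0% = median of test compound wells and 100% = reference inhibitor wells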
An asterisk follows results filed as active; & = joins results of further samples; ! = repeats disagree.

SMILES	MITF primary	FBW7 activator	GPR151 activ	TEAD-YAP block
CC(C)(C)NC(=O)c1ccccc1NC(=O)CCc1ccccc1	0.9	-0.1	3.1	-6.7
CC1CC(C)CN(c2ncnc3nc[nH]c23)C1 (stereo not given)	-5.5	0.0	0.4	9.2
CCc1ccc(C2C(C(=O)OCc3ccccc3)=C(C)NC3=C2C(=O)CC(c2ccc(OC)cc2)C3)cc1 (stereo not given)	0.6	0.7	-1.1	8.8
CCC(C)C1NC(=S)N(C2CCCCC2)C1=O (stereo not given)	14.6	-0.1	-1.0	-1.9
CC(=O)c1cccc(N=C2NC(=O)C(CO)(CO)S2)c1	-3.9	0.0	1.4	8.6
COc1ccc2c(c1)-c1ccccc1S(=O)(=O)N2S(=O)(=O)c1ccc(C)cc1[N+](=O)[O-]	6.9	0.0	-0.1	-1.9
O=C1C2C3CCC(C3)C2C(=O)N1C1CCCCC1 (stereo not given)	-5.0	0.0	-1.5	5.9
CCOc1ccc(-n2cccc2/C=C2\C(=N)N3N=CSC3=NC2=O)cc1	-16.1	-0.3	1.3	3.3
COc1cc(-c2c(C#N)c(N)n3c(nc4ccccc43)c2C#N)ccc1OCc1ccccc1F	7.0	0.2	-0.1	9.7
CC(=O)c1ccc(NC(=O)COc2ccc(-c3ccccc3)cc2)cc1	-2.1	0.0	-0.2	-8.3
Cc1[nH]c2ccccc2c1C(=O)/C(C#N)=C/c1cccs1	8.2	-0.2	0.9	-9.8
Cc1ccc(NC(=O)CCCN2C(=S)NC(C)(C)CC2C)cc1 (stereo not given)	-2.4	0.0	-0.5	-7.1
COc1ccccc1CNC(=O)Cn1ncc2c(=O)oc3ccc(C)cc3c21	15.8	0.1	-0.3	-5.9
Cc1nnc2c(NCc3ccncc3)nc3ccccc3n12	0.5	-0.3	0.3	2.9
CN(C)C(=O)c1cc(CNCc2ccc(F)cc2F)cc(NC(=O)c2ccccn2)c1	4.3	0.0	0.6	-6.8
COCCCn1c(=C(C#N)C#N)s/c(=C/c2ccc(N(C)C)c([N+](=O)[O-])c2)c1=O	-8.9	-0.1	-0.5	3.2
CC(C)C1C(c2ccccc2)NC(c2ccccc2)CC1(C)O (stereo not given)	40.2	-0.1	0.8	4.1
Cc1cccc(Nc2nnc(-c3ccc(C)c(S(N)(=O)=O)c3)c3ccccc23)c1	7.6	0.5	-0.6	5.2
O=C(Cc1cccs1)N1CCN(S(=O)(=O)c2ccc(F)cc2)CC1	12.7	-0.1	-0.4	-1.2
CCCCNC(=O)C(=O)Nc1c(O)c2ccccc2[nH]c1=O	10.5	-0.1	2.9	0.4
Cc1ccc(NC(=O)CS(=O)CC(=O)NCCCN(C)c2ccccc2)cc1 (stereo not given)	11.9	1.3	-1.3	16.0
CN1CCC(OC(=O)c2cc3cc([N+](=O)[O-])ccc3oc2=O)CC1	2.1	-0.2	-1.5	-10.2
O=C(NCc1cccnc1)c1cccc(Nc2ncccn2)n1	9.2	-0.2	0.7	0.8
COc1ccccc1N=Cc1c(O)n(-c2cccc(C)c2)c(=O)[nH]c1=O	-6.2	0.0	1.1	-2.2
CCN(CC)c1nc(Nc2ccc(F)cc2)c2cnn(C)c2n1	0.5	-0.3	0.8	-6.1
O=c1[nH]c(Br)nc2c(Br)c[nH]c12	3.7	0.2	0.0	6.6
O=C(CC1(O)C(=O)N(Cc2ccc(Cl)cc2)c2ccccc21)c1cccc([N+](=O)[O-])c1 (stereo not given)	-4.6	-0.1	0.9	0.8
CCCn1c(SCc2nc3ccccc3[nH]2)nc2ccccc21	-6.5	0.1	-1.7	-9.5
COC(=O)CCNC(=O)c1ccc(C)c(OCc2ccccc2)c1[N+](=O)[O-]	-6.8	0.0	2.0	-6.9
O=C(CSc1nc(=O)n2ccccc2n1)N1CCN(c2ccccc2)CC1	9.5	0.0	-0.5	-1.5
Cn1c(SCC(=O)Nc2cccc(C(=O)O)c2)nnc1-c1ccccc1	-6.6	0.3	0.1	-4.6
O=C(Nc1ccccc1C(F)(F)F)N1CCN(Cc2cccc(Cl)n2)CC1	6.8	-0.3	3.4	7.8
O=C1NC(=O)N(Cc2ccccc2)C(=O)/C1=C/c1ccc(F)cc1	-0.9	0.1	0.3	7.7
CCCCNC(=O)Cc1c(C(=O)O)n(C)c2ccccc12	-1.4	0.1	-0.9	0.8
O=C(c1ccc(Br)o1)n1nnc2ccccc21	5.1	-0.1	0.4	-3.3
CCOc1ccc(NS(=O)(=O)c2ccc(-n3cccn3)cc2)cc1	0.9	-0.2	2.7	3.5
CC1CCN(C(=O)Cn2cc(SCC(=O)Nc3ccccc3)c3ccccc32)CC1	-13.2	0.0	1.0	-5.5
N=c1sccn1CC(=O)N1N=C(c2ccc3ccccc3c2)CC1c1ccccc1 (stereo not given)	7.2	-0.1	1.3	4.6
O=C1N(CCCl)c2ccc(Br)cc2C12OCCO2	5.1	0.0	-0.3	1.8
CC(=O)NC(c1cccc([N+](=O)[O-])c1)c1ccc2cccnc2c1O (stereo not given)	74.3*	-2.0	-0.3	82.7*
CC(=O)N1CCC[C@H]1C(=O)N1CCOc2ccc(CN(C)CCc3ccccn3)cc2C1	8.7	-0.1	0.6	0.9
O=S1(=O)N=C(CN2CCN(Cc3ccccn3)CC2)Nc2ccccc21	-7.3	0.0	-0.5	-7.1
COCCNc1nc(-c2cc(C)n(-c3c(C)n(C)n(-c4ccccc4)c3=O)c2C)cs1	9.0	-0.1	-0.7	2.2
CCc1ccc(NC(=O)CSc2nc3cc(C(=O)OC)ccc3c(=O)n2CCc2ccc(S(N)(=O)=O)cc2)cc1	6.4	-0.2	0.8	8.7
N#CC1=C(NC(=O)CCl)c2ccccc2CC12CCCC2	-5.5	0.1	0.9	8.8
Cc1csc2nc(CCN3C(=O)c4ccccc4C3=O)cn12	-16.6	-0.1	0.9	-32.1
O=C(CSc1nnc(-c2ccccn2)n1-c1ccc(Cl)cc1)Nc1nccs1	13.1	-0.2	0.1	5.6
OCCn1c2ccccc2c2cc(Br)ccc21	-6.5	0.2	1.0	3.2
O=C(c1c(F)cccc1F)N1CCC(c2nc(-c3ccncc3)no2)CC1	-1.0	-0.1	-2.4	-3.8
CCOc1ccc(C(=O)Nc2cc(-c3nc4cc(Cl)ccc4o3)ccc2C)cc1	6.6	0.2	-1.2	-8.8
COC(=O)C1=C(C)N(Cc2cccnc2)C(=O)/C1=C\c1ccccc1OCc1ccccc1	-0.3	-0.1	-1.0	-14.8
CN(C)C(=O)CSc1nc2ccccc2cc1C#N	-2.4	0.0	0.0	-8.2
COc1cccc(C2=NC(C(F)(F)F)(C(F)(F)F)c3c(n(C)c(=O)n(C)c3=O)N2)c1	15.2	0.2	0.8	-2.3
Cc1ccccc1NC(=O)c1ccc(S(=O)(=O)N2CC(C)CC(C)C2)cc1 (stereo not given)	2.9	-0.1	1.0	-1.0
COc1cc(N2CCOCC2)ccc1Nc1cc(-c2ocnc2-c2cnn(C)c2)ccn1	15.4	-0.1	1.4	13.9
COc1cc(C2C(C(=O)Nc3cccc(F)c3)=C(C)NC3=C2C(=O)CC(C)(C)C3)ccc1O (stereo not given)	-1.6	0.0	1.2	-3.2

Continuation:
SMILES	MITF primary	FBW7 activator	GPR151 activ	TEAD-YAP block
O=C(NCCC1CCCCN1S(=O)(=O)c1cccs1)C(=O)NC1CCCCCC1 (stereo not given)	-5.2	0.1	0.4	-2.8
CCc1ccc(C2=CC(c3ccc(OC)c(OC)c3)n3ncnc3N2)cc1 (stereo not given)	-1.7	0.1	4.6	32.8*
COc1ccc(CNC(=O)c2c[nH]c3cc(OC)ccc3c2=O)cc1	20.2	0.3	-0.4	8.4
COc1ccccc1-c1nn2c(-c3ccc(F)cc3)nnc2s1	-15.6	0.1	0.3	7.5
O=[N+]([O-])c1ccc(N2CCN(Cc3ccc([N+](=O)[O-])o3)CC2)cc1	38.9	-0.1	1.5	6.2
CC(=O)N1c2ccccc2NC2=C(C(=O)CCC2)C1c1cccs1 (stereo not given)	-3.3	-0.1	1.2	49.3*
Cc1ccc2c(c1)c(=O)c1ccccc1n2CC(=O)N(C)Cc1ccccc1	-5.5	0.6	-1.5	8.9
CC1c2cccn2CCN1S(=O)(=O)c1c(F)cccc1F (stereo not given)	10.4	0.5	-1.0	8.8
Cc1ccc(Nc2c(-c3ccc4c(c3)OCC(=O)N4)c(=O)c2=O)c(Br)c1	2.1	0.0	-1.9	9.9
CCCOc1ccc(C(=O)Nc2sc3c(c2C(=O)OCC)CCCCC3)cc1	-6.2	-0.1	0.4	-7.5
CCOC(=O)N1CCN(c2cc(N3CCOCC3)c(F)cc2[N+](=O)[O-])CC1	21.7	-0.1	-0.3	7.5
O=C(CSC1CC(=O)N(c2cc(Cl)cc(Cl)c2)C1=O)Nc1ccc(Br)cc1 (stereo not given)	2.6	-0.1	0.2	5.4
Cc1c(Cl)cccc1NS(=O)(=O)c1ccc(Br)cc1	-5.7	0.6	-0.4	-5.7
CCOC(=O)c1sc2nc(Cn3nc(C(=O)O)c4ccccc4c3=O)[nH]c(=O)c2c1C	18.9	0.1	1.5	5.3
Cc1ccc(N(CC(=O)NCc2ccc3c(c2)OCO3)S(C)(=O)=O)cc1C	1.8	0.1	0.4	8.0
COc1ccnc(N2CCN(c3ccc4cccc(-c5ccsc5)c4n3)CC2)n1	15.9	0.9	-1.3	16.0
CC1=C(C(=O)OCC2CCCO2)C(c2ccc(C)o2)C2=C(CCCC2=O)N1 (stereo not given)	1.5	-0.2	-0.6	-3.8
O=[N+]([O-])c1ccc(N2CCCC2)c(OCCO)c1	11.3	0.2	-0.2	11.4
CCn1c(=O)c2c(nc(SCC(=O)NC3CCCCC3)n2C)n(C)c1=O	18.0	0.0	0.7	5.0
CC1=C(C(=O)OCc2ccccc2)C(c2ccncc2)C(C#N)=C(N)O1 (stereo not given)	15.1	0.2	0.9	-6.4
O=C1NCCN(Cc2cccc(Oc3ccccc3)c2)C1CC(=O)N1CCCCO1 (stereo not given)	7.9	0.1	0.8	20.2
O=C(Nc1ccc(I)cc1)Nc1ccc([N+](=O)[O-])cc1	19.3	0.2	0.5	3.4
OCCNCCCOc1cccc(Cl)c1Cl	10.7&16.8&-10.1	-0.3&0.0	5.5*!	69.9*
Cc1cccc(NC(=O)CN(c2ccc(Cl)c(Cl)c2)S(C)(=O)=O)c1C	-3.6	-0.2	2.8	-5.5

Retrieved by structure from the entries so far (four):
SMILES	MITF primary	FBW7 activator	GPR151 activ	TEAD-YAP block
CC1=C(C(=O)OCC2CCCO2)C(c2ccc(C)o2)C2=C(CCCC2=O)N1 (stereo not given)	1.5	-0.2	-0.6	-3.8
CC1=C(C(=O)OCc2ccccc2)C(c2ccncc2)C(C#N)=C(N)O1 (stereo not given)	15.1	0.2	0.9	-6.4
O=C(Nc1ccc(I)cc1)Nc1ccc([N+](=O)[O-])cc1	19.3	0.2	0.5	3.4
O=C1NCCN(Cc2cccc(Oc3ccccc3)c2)C1CC(=O)N1CCCCO1 (stereo not given)	7.9	0.1	0.8	20.2

Continued.
SMILES	MITF primary	FBW7 activator	GPR151 activ	TEAD-YAP block
Cc1cccc(C)c1NC(=O)Cn1nnc(-c2ccc(Cl)cc2-n2cnnn2)n1	7.4	0.1	0.9	-3.3
CS(=O)(=O)c1ccc2ccn(OCC3CCCCO3)c2c1 (stereo not given)	12.4	0.0	1.2	-0.6
Cc1ccc(Cl)cc1Nc1nc2ccccc2n2nnnc12	1.2	0.2	0.0	-39.2
COc1ccc(-c2noc(N3CCN(Cc4ccc5c(c4)OCO5)CC3)n2)cc1OC	5.1	-0.2	2.3	12.4
COC(=O)C(CCSC)NC(=O)Cn1nnnc1CN1CCCCCC1 (stereo not given)	6.3	0.1	-0.9	7.3
COc1ccc(Cl)cc1N1C(=O)NC(NC(=O)c2ccccc2F)(C(F)(F)F)C1=O (stereo not given)	12.7	0.0	-1.5	-10.9
Oc1ccc(/C=N/NC(=S)Nc2cccnc2)c(O)c1	119.0*	-1.3	-0.3	3.8
N#C/C(=C\c1cn(Cc2ccccc2)nc1-c1cccnc1)C(=O)Nc1nccs1	8.3	0.3	3.2	2.2
c1ccc(/C(=N\Nc2nc3ccccc3[nH]2)c2ccncc2)cc1	-2.0	0.1	-0.1	31.7
CCC(C(=O)N/N=C/C=C/c1ccccc1)C(=O)N/N=C/C=C/c1ccccc1	-5.8	0.0	0.2	-4.1
COC(=O)c1c(OCCCc2cnn(C)c2)cc(=O)n2c1CCN(CC(C)C)CC2	-5.9	0.0	-0.8	-24.4
COCC(=O)NCC1CCC2(CCN(Cc3cc(C)cc(C)c3)CC2)O1 (stereo not given)	12.9	0.1	-0.4	11.0
CCOC(=O)Cc1csc(=Nc2ccc(C)cc2C)n1CCO	-4.0	-0.1	-1.2	11.0
COc1cc2nc(Nc3ncccn3)nc(Nc3cc(OC)c(OC)c(OC)c3)c2cc1OC	10.6	-0.1	2.7	6.6
O=C1OC(CNS(=O)(=O)c2ccccc2Cl)CN1c1ccc(Cl)c(Cl)c1 (stereo not given)	-2.5	0.0	1.3	6.0
COc1cc(C2/C(=C(/O)c3ccc(Br)cc3)C(=O)C(=O)N2C)ccc1O (stereo not given)	20.7	0.4	0.8	-6.6

Screening results from PubChem.
